Vif-APOBEC3F blk = qHTS for Inhibitors of Vif-A3F Interactions: qHTS; hit rate 0.2% among 390,000; HeLa A3F-eYFP + Vif (tagged APOBEC3F with the HIV-1 protein that degrades it), YFP fluorescence increase; Potency, µM (titrated, usually from 46.1 µM), without a hit: at the top dose activity, negative = active; further: potency means the concentration at half of the fitted maximal effect; % of control where 0% means no effect; nearly all actives have a fitted effect of over 65% in size
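HeLa cells stably expressing Vif plus C-terminally eYFP-tagged A3F were seeded, incubated overnight at 37 deg C, dosed with compound, incubated overnight again at 37 deg C. Yellow fluorescence (Ex 488/Em 500-530) reported blocked Vif-mediated A3F-eYFP degradation.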
IDH1 R132H inh = qHTS for Inhibitors of mutant isocitrate dehydrogenase 1 (IDH1): qHTS. Isocitrate dehydrogenase [NADP] cytoplasmic (Homo sapiens), O75874. IDH1-R132H enzyme, NADPH consumption, diaphorase/resazurin fluorescence. Potency, µM (highest dose often 76.6 µM), for inactives: at the top dose activity change, negative = inhibition, usual class: inhibitors. hit rate 0.093% among 390,000. AID 602179, 2012; further: potency means the concentration at half of the fitted maximal effect; on the % scale 0 is the no-effect control and ±100 the full control effect; nearly all actives have a fitted effect of over 65% in size
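IDH1-R132H (0.5 ug/mL) preincubated 30 min with compound, then NADPH (0.016 mM) and alpha-KG (2 mM) added; 80 min at RT, pH 7.5. Remaining NADPH coupled via diaphorase/resazurin to fluorescence (540/590 nm); concentration-response curves normalized to no-enzyme control.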
Glioma ERSR ind = qHTS for Inducers of the Endoplasmic Reticulum Stress Response (ERSR) in Human Glioma: qHTS; U87-MG GRP78 promoter luciferase reporter, 16 h; Potency, µM, inactives show at the highest dose activation, hits mostly activators; hit rate 0.02% among 420,000; AID 602332, 2012; further: potency means the concentration at half of the fitted maximal effect; series mostly up to about 76 µM; % of control where 0% means no effect; nearly all actives have a fitted effect of over 35% in size
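Stably transfected U87-MG glioma cells carrying a GRP78-based luciferase sensor; 16 h compound incubation. Luminescence end-point read 10 min after Bright-Glo addition at room temperature.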
Vif-A3G inh = qHTS for Inhibitors of Vif-A3G Interactions: qHTS; DNA dC->dU-editing enzyme APOBEC-3G (Homo sapiens), Q9HC16; HeLa A3G-eYFP + Vif (tagged APOBEC3G with the HIV-1 protein that degrades it), YFP fluorescence, overnight; Potency, µM (doses to about 46.1 µM), inactives show at the top dose activity, negative = active, most hits filed as inhibitors; hit rate 0.076% among 410,000; AID 602310, 2012;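 further: potency means the concentration at half of the fitted maximal effect; on the % scale 0 is the no-effect control and ±100 the full control effect; nearly all actives have a fitted effect of over 60% in size; hits raise eYFP signal because A3G escapes Vif-driven loss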
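Read-out is eYFP fluorescence (Ex 488/Em 500-530) from Vif-expressing HeLa A3G-eYFP cells; more signal means A3G escaped Vif-mediated degradation. Cells plated overnight, compound pinned in, incubated overnight at 37 deg C.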
TrxR1 substrate = qHTS Assay for Substrates of Mammalian Selenoprotein Thioredoxin Reductase 1 (TrxR1): qHTS. Thioredoxin reductase 1, cytoplasmic (Rattus norvegicus), O89049. purified TrxR1 substrate turnover, NADPH consumption readout. Potency, µM (series often up to 114 µM), inactives show top-dose activity change, negative = substrate turnover. hit rate 0.01% among 390,000. AID 588456, 2011; further: potency means the concentration at half of the fitted maximal effect; on the % scale 0 is the no-effect control and ±100 the full control effect; nearly all actives have a fitted effect of over 50% in size
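Rat TrxR1, dispensed at 90 nM, was prereduced with 400 uM NADPH (final) for 5 min at ~22 deg C, then incubated with compound 15 min before 400 uM selenite. A first-read NADPH fluorescence drop versus no-compound background flagged substrates.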
USP1 inh = Inhibitors of USP1/UAF1: Primary Screen; Ubiquitin carboxyl-terminal hydrolase 1 (Homo sapiens), O94782; recombinant USP1/UAF1, Ub-Rhodamine cleavage fluorescence; Potency, µM (highest dose often 57.1 µM), for inactives: top-dose activity change, negative = inhibition, most hits filed as inhibitors; hit rate 0.23% among 390,000; AID 743255, 2014; further: potency means the concentration at half of the fitted maximal effect; on the % scale 0 is the no-effect control and ±100 the full control effect; nearly all actives have a fitted effect of over 60% in size; inactives centre near -12
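USP1/UAF1 complex at 1 nM was preincubated with compound for 15 min at room temperature, then Ub-Rho substrate (150nM final) was added. Fluorescence (480/540 nm) was read kinetically, 6 reads every 60 seconds.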
PI4K2A block = qHTS for small molecular inhibitors of PI4K2A | hit rate 0.13% among 420,000 | purified PI4K2A, ADP-Glo luminescence, 1 h; stronger effect = lower value | Phosphatidylinositol 4-kinase type 2-alpha (Homo sapiens), Q9BTU6 | activity change, negative = inhibition, % at 76.9 µM; in the data active means activity change below about -50%; inconclusive means mostly about -30% to -49%;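 further: -100% = wells without enzyme as full effect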
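ADP-Glo luminescence measured ADP generated by PI4K2A enzyme (4 ug/mL before mixing) with 1.2 mM PI substrate (pre-mix) and 300 microM ATP (pre-mix). Tris pH7.5 buffer with MgCl2, Triton X-100; 1 h reaction at ambient temperature.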
RXFP1 ag = qHTS Assay for Agonists of the Relaxin Receptor RXFP1; Relaxin receptor 1 (Homo sapiens), Q9HBX9; HEK293T-RXFP1 cAMP TR-FRET, 30 min; response scale: percent of porcine relaxin response, buffer zero; Potency, µM (doses to about 57.5 µM), for the others: at the highest dose activation, most hits filed as activators; hit rate 0.3% among 370,000; further: potency means the concentration at half of the fitted maximal effect; on the % scale 0 is the no-effect control and ±100 the full control effect; nearly all actives have a fitted effect of over 60% in size; many of its hits are not listed in these tables
Target sequence (Q9HBX9 whole entry, looked up): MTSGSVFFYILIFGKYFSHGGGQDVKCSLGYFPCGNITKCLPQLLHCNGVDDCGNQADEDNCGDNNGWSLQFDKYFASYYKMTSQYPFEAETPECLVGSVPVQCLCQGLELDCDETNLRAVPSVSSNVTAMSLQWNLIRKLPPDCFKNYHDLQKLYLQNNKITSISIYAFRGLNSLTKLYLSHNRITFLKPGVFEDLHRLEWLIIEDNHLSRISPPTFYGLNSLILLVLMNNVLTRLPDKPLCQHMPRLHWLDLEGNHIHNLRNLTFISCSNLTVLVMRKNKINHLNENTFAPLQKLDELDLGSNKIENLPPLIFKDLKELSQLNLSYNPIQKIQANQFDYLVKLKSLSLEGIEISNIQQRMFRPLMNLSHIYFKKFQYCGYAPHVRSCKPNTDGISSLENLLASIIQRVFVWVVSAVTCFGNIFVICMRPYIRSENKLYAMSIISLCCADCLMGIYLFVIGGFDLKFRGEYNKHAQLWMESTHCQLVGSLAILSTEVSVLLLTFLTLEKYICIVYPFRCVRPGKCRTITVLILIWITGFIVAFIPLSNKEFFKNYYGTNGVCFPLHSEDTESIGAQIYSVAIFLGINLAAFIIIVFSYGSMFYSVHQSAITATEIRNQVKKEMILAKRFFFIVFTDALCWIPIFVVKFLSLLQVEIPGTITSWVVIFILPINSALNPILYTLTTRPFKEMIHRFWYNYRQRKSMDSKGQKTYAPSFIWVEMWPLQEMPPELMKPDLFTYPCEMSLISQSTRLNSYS
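Agonist response is measured as cAMP accumulation in an RXFP1-transfected HEK293T line under PDE4 inhibition. Values are scaled between buffer-only and 29 nM porcine relaxin, and EC50s come from standard Hill equation fits.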
LDHA inh = qHTS assay for inhibitors of human lactate dehydrogenase; purified LDHA, NADH/diaphorase-resazurin fluorescence; stronger effect = lower value; activity change, % (values are at about 110 or 230 µM); hit rate 0.15% among 480,000; AID 1347041, 2019; in the data active means activity change below about -30%; inconclusive means mostly about -25% to -30%;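 further: plate controls were DMSO wells for no effect and wells without enzyme for full effect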
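Human LDH5 at 2 nM final in Tris HCl pH 7.4 with 0.06 mM NADH and 0.2 mM pyruvate, reacted 5 minutes at room temperature. Remaining NADH coupled via diaphorase/resazurin; resorufin fluorescence read at 0 and 20 minutes, normalized to enzyme-free and DMSO wells.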
* marks the source's active call; other numbers are inactive results; u = inconclusive; x = no result given; & = joins results of further samples; [ ] = another dose, or the depositor's remark. Unless noted, the call rests on the fitted dose curve; in most records, active means well fitted curve in the direction sought with a large enough effect; inconclusive means small, poorly fitted or top-dose-only effect, or another doubt; inactive means no such curve, though single readings can be large; an effect the other way counts as inactive or inconclusive. Only part of the results is shown (hit frequency here may not be typical).

SMILES | Vif-APOBEC3F blk | IDH1 R132H inh | Glioma ERSR ind | Vif-A3G inh | TrxR1 substrate | USP1 inh | PI4K2A block | RXFP1 ag | LDHA inh
CC(C)C(=O)Nc1ccc(Oc2ccc3c(c2)C(=O)NC3=O)cc1 | -3% | 0% | -5% | 0% | 9%[57.1 µM] | -12% | -24 | -1.1% | -11
CC(NS(=O)(=O)OCC(Cl)(Cl)Cl)c1ccc(C(C)(C)C)cc1 (configuration not stated) | 5% | 9% | -12% | -16% | 1%[57.1 µM] | -22% | -2 | 0.8% | 5
COCC(=O)N(CCc1ccc(OC)c(OC)c1)Cc1cc2cc(C)ccc2nc1Cl | 1% | -4% | -5% | 0% | 3%[57.1 µM] | -9% | -2 | 14% | -9
CCOc1cccc2cc(C(=O)Nc3ccccc3-c3ccccc3)c(=O)oc12 | -7% | 3% | 1% | 3% | -2% | -18% | 0 | -4.2% | -2
CCc1ccc(N2CC(C(=O)NCc3ccco3)CC2=O)cc1 (configuration not stated) | 7% | 10% | -1% | 3% | -24%[57.1 µM] | -13% | -5 | 1.2% | 2
COc1ccc(CCNC(=O)CCc2ccc(S(=O)(=O)NC(C)C)cc2)cc1OC | 2% | -2% | -3% | 3% | -3% | -17% | -3 | 2.5% | -1
COc1ccc(CCNC(=O)c2cnn(-c3ccc(F)cc3)c2C2CCN(C(=O)OC(C)(C)C)CC2)c(OC)c1 | -3% | -1% | -4% | 6% | 2% | -19% | 1 | 0.1% | 4
C[C@H](CO)N1C[C@H](C)[C@@H](CN(C)C(=O)Nc2ccc(C(F)(F)F)cc2)Oc2c(NC(=O)C3CCCCC3)cccc2C1=O | 9% | -30% | -1% | 2% | 0% | u | -1 | x | 3
COc1ccc(CNC(=O)C(C)OC(=O)c2cccs2)cc1 (configuration not stated) | -21% | -2% | -3% | -3% | 2% | -17% | -1 | 1.7% | -14
CCC(=O)c1ccc(OCC(=O)NC2CCN(Cc3ccccc3)CC2)cc1 | 0% | 13% | -3% | 0% | 4% | -16% | 5 | x | -1
NC(=S)NNC(=O)COc1ccccc1O | 8% | 4% | -1% | 1% | 8% | -11% | 0 | 0.0% | 0
CCCOc1ccc(C(=O)Nc2cc3c(cc2N2CCCCC2)n(C)c(=O)n3C)cc1 | 5% | -21% | 0% | 6% | 1% | -15% | 4 | 1.7% | -1
COc1cccc(C2CC(c3ccccc3Cl)n3nc(N)nc3N2)c1 (configuration not stated) | 0% | 6% | 1% | 1% | 0% | -9% | 2 | 0.3% | 12
CCc1nc(N2CCN(C(=O)c3ccco3)CC2)c2oc3ccccc3c2n1 | -3% | 0% | -2% | -18% | -1% | -4% | -10 | 3.0% | 0
CN(C)C(=O)c1ccc(NC(=O)c2cc(-n3cnnc3)ccc2Cl)cc1 | -1% | -2% | -5% | -3% | -2% | 0% | -3 | 4.8% | -2
Cc1cc2nn(-c3ccccc3)nc2cc1NC(=O)Cc1ccc(Cl)cc1 | 2% | 19% | -2% | 1% | 4% | u | 0 | 2.3% | 12
CC(C)(Oc1cccc2ccccc12)C(=O)O | -2% | 3% | 2% | -6% | 1% | -4% | 1 | 3.6% | 9
O=C(CN1C(=O)c2ccccc2S1(=O)=O)NCCSCc1ccco1 | -3% | 3% | 3% | -1% | 12% | -6% | -20 | 1.5% | 6
Cc1cccc(NC(=O)CN(C)S(=O)(=O)c2ccccc2)n1 | -15% | 2% | 0% | -5% | 5%[57.1 µM] | -16% | -3 | 1.8% | 0
On1c(-c2ccccc2)nc2ncccc21 | -6% | 5% | -5% | 2% | -9% | -3% | 3 | -0.8% | -3
COc1ccc(C(N)=S)c(OC)c1 | 14% | 9% | 0% | -11% | -4% | -18% | 0 | 1.5% | -3
CC(=O)N1CCc2cc(S(=O)(=O)NCCCN3CCCCC3)ccc21 | 2% | -4% | -1% | -1% | -3% | -21% | -3 | 0.5% | -1
O=C(O)c1ccccc1C(=O)NC1=NN(c2ccccc2)CC1 | 6% | 3% | 4% | 1% | -10% | -15% | 2 | -5.3% | 5
O=C(C[n+]1cc(-c2ccccc2)n2c1CCC2)OCc1ccccc1 | -7% | 3% | -1% | 1% | -1% | -3% | 3 | -2.2% | -8
COc1ccc(CCNC2CC(=O)N(CCc3ccccc3)C2=O)cc1OC (configuration not stated) | -1% | -5% | -6% | 0% | 5% | 2% | 15 | 2.1% | -4
Cn1c(=O)c2c(nc(CN3CCN(CCO)CC3)n2Cc2ccccc2Cl)n(C)c1=O | -9% | -11% | -1% | 4% | -1%[57.1 µM] | -13% | -4 | 8.2% | -20
CCC(=O)N1CCN=C1SCc1ccc(F)cc1 | -7% | 2% | 0% | -2% | 5% | -22% | 1 | 1.7% | 0
O=C1CCCN1CC(CN1CCOCC1)Sc1nnnn1-c1ccccc1 (configuration not stated) | -2%&-5% | 1%&0% | -4%&-1% | 2%&-3% | 7%&9% | -13%&-12% | -8&-3 | -0.4% | 2&-1
CCn1c(SCC(=O)Nc2sc3c(c2C(N)=O)CCC(C)C3)nnc1-c1ccco1 (configuration not stated) | -16% | -1% | -2% | -6% | -7% | -4% | 3 | -2.3% | -4
COc1ccc(C)cc1-n1nnc(S(=O)(=O)c2ccc(C)cc2)c1C | 0% | 1% | -2% | -3% | -6% | -8% | -3 | -0.7% | -4
Cc1nc([N+](=O)[O-])cn1CC(=O)Nc1ccc(F)c(Cl)c1 | -3% | -1% | -1% | 4% | -9% | -5% | -4 | -4.4% | 1
CC1=C(C(=O)Nc2cc(C)ccn2)C(c2cnn(C)c2)C2=C(CC(c3ccccc3)CC2=O)N1 (configuration not stated) | 2% | -4% | -2% | 0% | 39%[activator] | 2% | -1 | 1.9% | -12
COC(=O)C(C(=O)N1CCN(C)CC1)C1CCCCCC1 (configuration not stated) | 1% | 3% | 0% | -1% | -8%[57.1 µM] | -19% | 1 | 1.4% | -5
COc1ccc(C2C(C(=O)Nc3cccnc3)=C(C)Nc3nc(-c4cccs4)nn32)cc1 (configuration not stated) | 4% | 4% | -2% | -7% | 2% | -23% | -3 | 0.1% | -4
COc1cc2cc(CN(CCN3CCCC3)C(=O)Nc3ccccc3Cl)c(=O)[nH]c2cc1OC | 1% | -2% | -4% | 1% | 54%[activator] | 2% | -3 | 0.3% | 4
CCOCCc1nnc(NC(=O)C(=O)c2cc(C)n(-c3cccc(Cl)c3)c2C)s1 | -7% | -30% | 0% | -5% | 3% | 5% | 1 | 6.6% | -9
COc1ccccc1C(NC(=O)C1CCN(CCOc2ccc(Cl)cc2Cl)CC1)c1ccccn1 (configuration not stated) | x | x | -6% | -5% | x | x | 0 | x | -1
Cc1ccc2ncc([N+](=O)[O-])n2c1 | -4% | 2% | -2% | 1% | -9% | -13% | -2 | 1.3% | 0
Cn1c(=O)c(C(=O)CN2CCN(S(=O)(=O)c3ccccc3)CC2)c(N)n(Cc2ccccc2)c1=O | 2% | -3% | 1% | 0% | 3% | -11% | -2 | -0.3% | -8
CCOc1ccc(S(=O)(=O)N2CCN(c3ccc(C)cc3C)CC2)c2ccccc12 | 7% | 8% | 0% | -6% | 4% | u | -3 | -0.5% | -6
CN(C)CCCN(C(=O)c1ccc(S(=O)(=O)N2CCCCCC2)cc1)c1nc2cc3c(cc2s1)OCCO3 | -10% | 0% | -4% | 4% | -2% | -13% | -12 | -0.1% | 2
O=C(NCN1CCN(c2ccccc2)CC1)c1cnccn1 | 8% | 10% | -4% | -5% | 5% | u | 7 | -1.2% | -1
CSc1nc(=S)c2[nH]c(=S)[nH]c2[nH]1 | u | -8% | -6% | 1% | 4%[57.1 µM] | -8% | -6 | u | -2
COCCN(CC(=O)Nc1ccccc1C(F)(F)F)C(=O)/C=C/c1cc(Cl)c2c(c1)OCO2 | 6% | 2% | -4% | -4% | -4% | -9% | 0 | 0.1% | 4
O=C(Cc1c[nH]c2ccccc12)NC1(C(=O)NC2CCCCC2)CCCCC1 | 2% | 1% | 6% | 2% | -9% | 2% | 0 | -0.5% | -5

Single values from above.
LDHA inh result of Cc1ccc2ncc([N+](=O)[O-])n2c1 = 0
USP1 inh result of O=C(Cc1c[nH]c2ccccc12)NC1(C(=O)NC2CCCCC2)CCCCC1 = 2%

Assay outcomes deposited in PubChem by National Center for Advancing Translational Sciences (NCATS).
